# HP1b binding inh – HP1-beta chromodomain-methylated histone interaction inhibition. Potency, µM (doses to about 114 µM), for the others: top-dose activity change, negative = inhibition, actives largely listed as inhibitors. AID 540317. P83916. 0.56% of 390,000 active. AlphaScreen HP1-beta / biotin-H3K9me3 peptide binding; further: potency means the concentration at half of the fitted maximal effect; nearly all actives have a fitted effect of over 70% in size; inactives centre near 23
#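 HP1-beta protein (50 nM final) preincubated 30 min at room temperature with biotinylated H3(1-18)K9me3 peptide (50 nM) in PBS pH 7.4, 0.01% Tween-20, then compound added for 30 min. AlphaScreen streptavidin donor/nickel chelate acceptor beads (10 ug/mL final), 30 min dark, luminescence read.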
# POLH inh – DNA polymerase eta (human) inhibition | recombinant Pol eta, fluorescent DNA replication assay | Potency, µM (series often up to 114 µM), without a hit: at the highest dose activity change, negative = inhibition, hits mostly inhibitors | 1.2% of 390,000 active | Q9Y253 | AID 588591; further: potency means the concentration at half of the fitted maximal effect; on the % scale 0 is the no-effect control and ±100 the full control effect
#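 Pol eta (10 nM) was preincubated with compounds for 15 min at room temperature, after which fluorescent replication substrate (50 nM final) was added to start the reaction. Fluorescence was read kinetically at 0 and 10 min.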
# G9a inh – G9a (human) methyltransferase inhibition | Potency, µM (titrated, usually from 102 µM), inactives show top-dose activity, negative = inhibition, most hits filed as inhibitors | 8.8% of 350,000 active | G9a H3K9 monomethylation, AlphaScreen, 2 h | Q96KQ7; further: potency means the concentration at half of the fitted maximal effect; on the % scale 0 is the no-effect control and ±100 the full control effect; nearly all actives have a fitted effect of over 75% in size
# Target sequence (Q96KQ7 913-1193 limits assumed): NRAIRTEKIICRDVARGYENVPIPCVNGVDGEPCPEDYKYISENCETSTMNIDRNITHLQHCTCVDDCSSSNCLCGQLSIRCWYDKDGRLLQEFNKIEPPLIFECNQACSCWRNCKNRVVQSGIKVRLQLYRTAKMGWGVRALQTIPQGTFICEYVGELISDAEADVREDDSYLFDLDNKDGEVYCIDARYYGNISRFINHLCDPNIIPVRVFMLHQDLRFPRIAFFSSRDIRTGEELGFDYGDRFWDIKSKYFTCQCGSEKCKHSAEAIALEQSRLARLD
#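 G9a (20 nM) was preincubated 15 min with compound, then reacted 2 h at room temperature with 500 nM biotin-H3K9 peptide and 20 µM SAM. Monomethyl-H3K9 detected by AlphaScreen using anti-H3K9me1 antibody.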
# Tb PGK inh – T. brucei PGK inhibition; 0.043% of 380,000 active; Potency, µM (doses to about 57.5 µM), inactives show at the highest dose activity change, negative = inhibition, hits mostly inhibitors; PGK/GAPDH coupled, Kinase-Glo luminescence, 60 min; AID 602233; P07378; further: potency means the concentration at half of the fitted maximal effect; on the % scale 0 is the no-effect control and ±100 the full control effect; nearly all actives have a fitted effect of over 60% in size
#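 Luminescent ATP detection (Kinase-Glo Plus) follows a 60-minute room-temperature incubation, with wells lacking PGK as controls. Buffer: 100 mM TEA (pH 7.6), 5 mM MgCl2, 0.01% Tween-20. Coupling enzyme GAPDH (100 nM final) supplies unstable 1,3-BPG in-well.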
# Pin1 inhibitor – inhibitors of human Pin1; Pin1 FP peptide displacement, HiFluor488, 10 min; Potency, µM (series often up to 115 µM), for the others: at the top dose activity, negative = inhibition, hits mostly inhibitors; 0.009% of 390,000 active; AID 504891; active means well fitted inhibition curve with a large enough effect in the polarisation, with a control signal flat, not every such curve was filed as active; inconclusive means small, poorly fitted or top-dose-only effect, or effect the other way, or a change in a side signal; inactive means no such curve, though single readings can be large or run the other way; the % refers to the polarisation; further: potency means the concentration at half of the fitted maximal effect; on the % scale 0 is the no-effect control and ±100 the full control effect
# Target sequence (Q13526 whole entry, looked up): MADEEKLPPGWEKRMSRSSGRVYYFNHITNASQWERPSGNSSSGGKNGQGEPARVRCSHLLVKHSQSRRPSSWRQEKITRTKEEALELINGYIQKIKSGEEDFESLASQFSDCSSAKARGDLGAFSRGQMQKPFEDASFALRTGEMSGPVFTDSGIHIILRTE
# PI4K2A inh – blocks human PI4K2A kinase activity. purified PI4K2A, ADP-Glo luminescence, 1 h; stronger effect = lower value. activity change, negative = inhibition, % at 76.9 µM. 0.13% of 420,000 active; in the data active means activity change below about -50%; inconclusive means mostly about -30% to -49%;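 further: -100% = wells without enzyme as full effect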
# Target sequence (Q9BTU6 whole entry, looked up): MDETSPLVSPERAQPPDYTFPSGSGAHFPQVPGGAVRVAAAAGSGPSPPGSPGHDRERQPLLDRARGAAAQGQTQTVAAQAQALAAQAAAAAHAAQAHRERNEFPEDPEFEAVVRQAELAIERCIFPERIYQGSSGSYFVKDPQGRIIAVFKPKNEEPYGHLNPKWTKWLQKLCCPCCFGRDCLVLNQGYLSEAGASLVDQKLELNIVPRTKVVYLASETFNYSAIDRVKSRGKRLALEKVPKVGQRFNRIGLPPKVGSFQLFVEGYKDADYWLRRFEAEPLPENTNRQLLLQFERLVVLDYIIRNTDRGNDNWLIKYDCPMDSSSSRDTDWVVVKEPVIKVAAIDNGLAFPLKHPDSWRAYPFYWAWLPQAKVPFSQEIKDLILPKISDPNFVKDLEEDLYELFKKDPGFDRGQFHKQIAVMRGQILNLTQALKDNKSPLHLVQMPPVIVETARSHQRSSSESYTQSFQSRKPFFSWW
#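 In this quantitative HTS, ADP production by PI4K2A was quantified luminescently after 1 h at ambient temperature; 100 microM adenosine served as plate-quality control.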
# GLS inh – inhibitors of human glutaminase (GLS). O94925. GLS enzymatic activity, qHTS titration. Potency, µM (doses to about 45.5 µM), without a hit: at the top dose activity change, negative = inhibition, actives largely listed as inhibitors. 0.21% of 410,000 active. AID 624170; further: potency means the concentration at half of the fitted maximal effect; on the % scale 0 is the no-effect control and ±100 the full control effect
#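 hKGA in 45 mM KH2PO4 (pH 8.2), 0.02% Tween-20 with compound, then 1mM L-Glutamine (stock as added) plus glutamate oxidase/HRP/Amplex red coupling mix. Fluorescence read initially and after 30 min at RT; signal change reflects glutamate formation.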
# JMJD2A Tudor – JMJD2A Tudor domain (human) inhibition; 4.4% of 390,000 active; AlphaScreen JMJD2A-Tudor / H3K4me3 peptide binding; Potency, µM (series often up to 114 µM), inactives show at the top dose activity change, negative = inhibition, hits mostly inhibitors; further: potency means the concentration at half of the fitted maximal effect; on the % scale 0 is the no-effect control and ±100 the full control effect; nearly all actives have a fitted effect of over 50% in size
# BAZ2B inh – BAZ2B (human) inhibition; Q9UIF8; AlphaScreen BAZ2B-H3K14Ac peptide displacement; Potency, µM (top dose mostly 114 µM), for the others: at the highest dose activity change, negative = inhibition, usual class: inhibitors; 4.4% of 360,000 active; AID 504333; further: potency means the concentration at half of the fitted maximal effect; on the % scale 0 is the no-effect control and ±100 the full control effect; nearly all actives have a fitted effect of over 60% in size
#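 Multi-concentration screen (max 110 uM) measuring displacement of acetylated histone H3 peptide from BAZ2B by AlphaScreen, using 50 nM protein, 50 nM peptide and 10 ug/mL streptavidin donor plus Ni-chelate acceptor beads.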
# * hit, by the source's call; i = inactive; ? = inconclusive; nt = not tested or not shown; & = joins results of further samples; [ ] = another dose, or the depositor's remark. Unless noted, the call rests on the fitted dose curve; in most records, active means well fitted curve in the direction sought with a large enough effect; inconclusive means small, poorly fitted or top-dose-only effect, or another doubt; inactive means no such curve, though single readings can be large; an effect the other way counts as inactive or inconclusive. The list is partial; count on the stated rates, not on these rows.
# A first look (two entries):
SMILES,HP1b binding inh,POLH inh,G9a inh,Tb PGK inh,Pin1 inhibitor,PI4K2A inh,GLS inh,JMJD2A Tudor,BAZ2B inh
Cc1ccc(Oc2ncccc2/C=N/OCc2ccc(Cl)cc2Cl)cc1,176%[activator],-1%,25%[59 µM],i,4%,-1,5%,94%[activator],4%
CCCNC(=O)CCc1c(C)nc2nc(-c3cc(OC)cc(OC)c3)nn2c1C,22%&-5%,-3%&-11%,-3%&5%[59 µM],5%&8%,?,3&-1,7%&-2%,-17%,-15%&-5%

# Results (from the top)
SMILES,HP1b binding inh,POLH inh,G9a inh,Tb PGK inh,Pin1 inhibitor,PI4K2A inh,GLS inh,JMJD2A Tudor,BAZ2B inh
Cc1ccc(Oc2ncccc2/C=N/OCc2ccc(Cl)cc2Cl)cc1,176%[activator],-1%,25%[59 µM],i,4%,-1,5%,94%[activator],4%
CCCNC(=O)CCc1c(C)nc2nc(-c3cc(OC)cc(OC)c3)nn2c1C,22%&-5%,-3%&-11%,-3%&5%[59 µM],5%&8%,?,3&-1,7%&-2%,-17%,-15%&-5%
COC(=O)C1=C(C)N(Cc2ccccc2)C(=NCc2ccccc2)N[C@H]1c1cccc(F)c1,6%,-17%,nt,-5%,3%,-3,-11%,-33%,?
CCN(CC)c1ccc(NC(=O)c2sc3nc4c(cc3c2N)CN(C)CC4)cc1,17%,-15%,?,i,-5%,-4,42%[activator],-35%,?
COC(=O)COc1nsnc1N1CCOCC1,40%[activator],-7%,3%[12.7 µM],i,4%,-3,2%,-16%,-25%
COc1ccc(OC)c(C=NNC(=O)c2ccccc2NS(=O)(=O)c2cccs2)c1,36%,-20%,nt,-4%,-1%,-3,3%,-10%,nt
Cc1ccc(NC(=O)CCN2CCN(CCO)CC2)cc1,44%[activator],-12%,nt,-2%,-7%,0,-2%,-1%,nt
CN(C)c1ccc(/C=C/c2ccc3c4ccccc4ccc3[n+]2-c2ccccc2)cc1,11µM*,22µM*,16µM*,?,43%&46%[activator],-54*,-22%,8.9µM*,7.9µM*
CC1(C)CC(=O)C2=C(C1)N(c1ccc(F)cc1)C(=O)CC2c1cccnc1 (centres undefined),39%[activator],-10%,17%,6%,3%,1,0%,-9%,-4%
CCOC(=O)c1ccc(NC(=O)c2nc[nH]c2C(=O)N(CC)CC)cc1,37%,-19%,?,-5%,3%,-1,2%,-25%,-2%
CCC(=O)c1cc(F)c(N2CCN(C(=O)Cc3ccccc3)CC2)cc1C,43%,-9%,-26%[12.7 µM],-3%,9%,3,-3%,-4%[11.4 µM],10%
CCCc1nnc(NC(=O)CN2CCOCC2)s1,1%,-5%,?,-1%,0%,2,?,?,9%[57.1 µM]
CCN(CC(=O)NCc1cccs1)C(=O)c1cc(S(=O)(=O)NCc2ccccc2)ccc1C,31%,-6%,-5%,-7%,-6%,-6,3%,-5%,7%
COc1ccc(C(=O)NC(C)CCc2ccccc2)cc1 (centres undefined),22%,1%,9%[0.501 µM],1%,-2%,-5,1%,-13%,3%
O=C(NCc1ccco1)c1ccccc1O,31%,-1%,33%[59 µM],2%,-4%,-3,14%,7%,-10%
COc1ccc(N2CC(NC(=O)c3ccc4c(c3)OCO4)CC2=O)cc1OC (centres undefined),-1%,-8%,0%[59 µM],-6%,-10%,-1,-6%,-11%,-1%
COC(=O)c1nc2n(n1)C(c1ccc(OC)c(OC)c1OC)C1=C(CCCC1=O)N2 (centres undefined),20%,0%,-23%[59 µM],-10%,-3%,-10,-5%,-15%,18%
Cc1c(N=C2C(=O)Nc3ccccc32)c(=O)n(-c2ccccc2)n1C,6%,-12%,-19%,-8%,-13%,-2,5%,-27%,-8%
CCc1cccc(NC(=O)Cn2ncn3c(cc4ccccc43)c2=O)c1,10%,1%,-1%[59 µM],-7%,14%,-1,16%,-4%,12%
Cc1cccc(OCC(=O)NCC(=O)N/N=C/c2cccnc2)c1,11%,-9%,nt,-2%,3%,2,-11%,-8%,-5%
CC(c1ccccc1)n1cc(C(=O)NCc2ccncc2)nn1 (centres undefined),44%[activator],-12%,11%[59 µM],1%,-11%,0,6%,-7%,3%
COc1cn(-c2ccccc2)nc1C(=O)NCc1ccc(C)cc1,29%,-20%,-1%[2.33 µM],-3%,7%,-14,-3%,2%,10%
CCOC(=O)C1CCN(C(=O)CSCCSCC(=O)N2CCC(C(=O)OCC)CC2)CC1,15%,-7%,-2%[59 µM],-7%,0%,-11,3%,-11%,5%
CC(=O)NCCc1ccc(C(=O)COC(=O)c2cccs2)cc1,nt,-14%,nt,-8%,nt,-19,2%,nt,nt
COc1ccc(CC(=O)NC2CC(C)(C)NC(C)(C)C2)cc1OC,13%,-3%,?,-2%,5%,-1,6%,-1%,-25%
CCC(=O)NNc1nc2c(C)cc(C)cc2s1,54%[activator],-2%,?,2%,0%,-2,48%[activator],-7%,-5%
O=S(=O)(Oc1ccc(Cl)cc1)c1cccc2cccnc12,39%[activator],-6%,28%,i,19%,0,2%,6%,5%
COCCNC(=O)COC(=O)/C=C/c1c(C)nn(Cc2ccc(Cl)cc2Cl)c1Cl,24%,-18%,-4%,0%,3%,6,-6%,-4%,9%
CC1(C)CC(=O)C2=C(C1)OC1=C(C(=O)CC(C)(C)C1)C2c1ccccc1Cl,nt,-9%,nt,0%,nt,-8,3%,nt,nt
CS(=O)(=O)N(CC(=O)N1CCCCC1)Cc1ccc(Cl)cc1,52%[activator],-25%,-3%[59 µM],-1%,-2%,-1,0%,-2%[57.1 µM],3%
CCOC(=O)c1nn(-c2ccccc2)c2nc(Nc3ccccc3)cc(=O)n12,19%,-8%,21%[12.7 µM],-9%,20%,-1,-1%,-6%,9%
COC(=O)c1sccc1NC(=S)Nc1ccc(C)cc1,52%[activator],-17%,?,3%,-12%,-23,-4%,5%,-18%
Cc1nc(NC(=O)CN2CCC(O)(c3ccc(F)cc3)CC2)sc1C,30%,-13%,?,-3%,0%,-1,9%,-1%,-25%
COc1ccc(OCC(=O)Nc2ccccc2C(=O)N2CCCC2)cc1,35%,16%,20%,i,-1%,-3,-6%,-31%,2%
O=C(Cc1cccs1)N/N=C\c1ccc([N+](=O)[O-])s1,6%,-69%,-31%,-7%,-7%,2,2%,-28%,?
Cc1cccc(NS(=O)(=O)c2ccc3c(c2)CCN3C(=O)CCC(=O)O)c1C,34%,-17%,8%[59 µM],-2%,-3%,-3,15%,0%,-2%
O=S(=O)(N(Cc1ccccc1)[C@H](CO)Cc1ccccc1)N(Cc1ccccc1)[C@H](CO)Cc1ccccc1,8%,-13%,nt,-2%,8%,-6,0%,-12%,nt
O=[N+]([O-])c1cc(-c2nc(-c3ccccc3)no2)ccc1NCC1CCCO1 (centres undefined),-4%,-19%,-46%[59 µM],-8%,29%,2,-5%,-31%,?
COc1ccc(CN2CC(COCc3ccccc3)Oc3ccccc3S2(=O)=O)cc1 (centres undefined),86%[activator],-14%,nt,1%,0%,-2,2%,9%,nt
O=C(Nn1c(-c2ccccc2)nc2ccccc2c1=O)c1cccs1,41%,-20%,-2%,?,0%,-4,-4%,-7%,-7%
CC(=O)Nc1ccc(NC(=S)NC(=O)/C=C/c2ccccc2)cc1,34%,-21%,-28%,-2%,?,0,-18%,-14%,-13%
Cc1ccc(S(=O)(=O)NCc2csc(C)n2)c(C)c1,25%,-5%,8%[59 µM],-5%,-8%,2,-5%,9%,11%
CN(C)CCCN(C(=O)CCSc1ccccc1)c1nc2cc3c(cc2s1)OCO3,1%,6%,?,-1%,4%,2,-13%,-28%,?
Cc1ccc(NC(=O)N2CCc3cc(S(=O)(=O)N4CCC(C)CC4)ccc32)cc1,16%,nt,-15%[59 µM],nt,-1%,5,-3%,0%,1%
O=C(CN1CCN(Cc2ccccc2Cl)C1=O)NCc1cccnc1,33%,-2%,11%,-3%,2%,-2,2%,1%,1%
Cc1ccc(C)c(NC(=O)Cn2nnc(C(=O)NCc3cccs3)c2N)c1,10%,-20%,6%,-9%,46%[activator],1,9%,?,-11%
O=c1oc2ccccc2c(O)c1/C=N/c1ccccn1,18%,-3%,-10%,-5%,2%,-13,22%,-17%,9%
Cc1cccc(Cl)c1OCCCCn1ccnc1,10%,-8%,-19%[59 µM],i,-1%,2,6%,?,?
COc1ccc(OC)c(NC(=O)CCCOc2cc(=O)n(C)c3ccccc23)c1,8%,-3%,-2%[59 µM],-5%,0%,-3,4%,-18%,?
O=C(O)Cc1ccc(C(=O)c2ccccc2)s1,19%,1%,18µM*,0%,1%,-5,8%,-26%,-1%
Cc1cc(NC(=O)CCC(=O)N(Cc2ccco2)C(C(=O)NC2CCCCC2)c2cccs2)no1 (centres undefined),16%,-20%,?,1%,-3%,5,-11%,2%,-13%
Cc1ccc([N+](=O)[O-])cc1NC(=O)CSc1nncn1-c1ccccn1,34%,0%,-5%[59 µM],9%,5%,6,-5%,-5%,2%
O=C(NCc1cc(C(F)(F)F)ccc1Cl)c1cccc2c1C(=O)c1ccc(N3CCC(Cc4ccccc4)CC3)cc1S2(=O)=O,44%[activator],-22%,nt,-6%,?,1,-12%,12%,nt
OCCC1CN(Cc2cccn2-c2nccs2)CCN1Cc1ccc(F)c(F)c1 (centres undefined),27%,-13%,-33%,-3%,5%,1,0%,-11%,-23%
Cc1ccc(-c2nnc(Nc3ccc(Cl)c(Cl)c3)c3ccccc23)cc1S(=O)(=O)N(C)C,11%,-1%,8%[59 µM],i,?,6,-1%,-24%,-2%
